Assay outcomes (PubChem BioAssay)
NSD2 inh – inhibitors of human NSD2 methyltransferase; O96028; NSD2-SET H3K36me1 DELFIA fluorescence, biochemical; inhibition, % at 12.5 µM; 44,000 tested, 0.07% active; AID 624260; in the data active = inhibition above about 54%, passing the limit was not always enough; inconclusive = no clear call, values can overlap the other calls;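 note: inhibitors reduce the monomethyl H3K36 fluorescence signal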
Target sequence (O96028 whole entry, looked up): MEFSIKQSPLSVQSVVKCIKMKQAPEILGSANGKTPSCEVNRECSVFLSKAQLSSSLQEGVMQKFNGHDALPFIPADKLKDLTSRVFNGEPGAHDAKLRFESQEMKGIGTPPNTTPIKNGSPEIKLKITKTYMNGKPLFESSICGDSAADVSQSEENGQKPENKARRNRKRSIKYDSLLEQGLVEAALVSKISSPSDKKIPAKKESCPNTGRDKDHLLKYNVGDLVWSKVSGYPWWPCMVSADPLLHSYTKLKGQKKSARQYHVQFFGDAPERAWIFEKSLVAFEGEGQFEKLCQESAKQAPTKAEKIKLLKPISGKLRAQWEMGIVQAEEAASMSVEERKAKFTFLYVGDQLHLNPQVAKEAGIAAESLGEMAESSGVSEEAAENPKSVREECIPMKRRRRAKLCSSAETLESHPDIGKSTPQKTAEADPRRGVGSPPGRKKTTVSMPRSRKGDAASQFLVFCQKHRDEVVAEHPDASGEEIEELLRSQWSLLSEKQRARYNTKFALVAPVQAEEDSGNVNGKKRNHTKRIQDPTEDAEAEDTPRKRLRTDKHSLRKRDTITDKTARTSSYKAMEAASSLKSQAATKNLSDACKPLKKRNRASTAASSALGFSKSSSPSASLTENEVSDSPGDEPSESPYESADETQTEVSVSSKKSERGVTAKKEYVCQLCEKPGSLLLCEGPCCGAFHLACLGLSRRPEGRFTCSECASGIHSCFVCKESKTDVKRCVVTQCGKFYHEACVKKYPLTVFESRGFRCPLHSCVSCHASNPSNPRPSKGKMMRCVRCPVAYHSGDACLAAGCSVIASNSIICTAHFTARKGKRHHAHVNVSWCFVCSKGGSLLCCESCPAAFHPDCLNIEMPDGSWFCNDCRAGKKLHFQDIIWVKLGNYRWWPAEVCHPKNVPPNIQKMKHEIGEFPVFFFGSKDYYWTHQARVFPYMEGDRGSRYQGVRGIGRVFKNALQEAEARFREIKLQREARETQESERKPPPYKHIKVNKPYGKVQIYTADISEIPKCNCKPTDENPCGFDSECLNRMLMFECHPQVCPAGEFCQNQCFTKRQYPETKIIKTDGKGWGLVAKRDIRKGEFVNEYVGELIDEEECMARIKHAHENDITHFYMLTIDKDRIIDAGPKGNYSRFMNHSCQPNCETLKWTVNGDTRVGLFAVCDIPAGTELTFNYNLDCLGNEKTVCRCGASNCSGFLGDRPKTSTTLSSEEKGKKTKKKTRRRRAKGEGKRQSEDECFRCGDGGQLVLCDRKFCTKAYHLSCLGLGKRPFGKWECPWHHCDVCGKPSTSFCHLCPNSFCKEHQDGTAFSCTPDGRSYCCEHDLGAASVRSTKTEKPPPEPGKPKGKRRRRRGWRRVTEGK
* marks the source's active call; other numbers are inactive results; ? = inconclusive.

compound | NSD2 inh
C[C@H](O)C#Cc1ccc2c(c1)O[C@H](CN(C)C(=O)c1ccccc1)[C@@H](C)CN([C@@H](C)CO)S2(=O)=O | -5
CNC[C@H]1Oc2c(cccc2N(C)C)C(=O)N([C@H](C)CO)C[C@H]1C | 5
C=C[C@@]1(C)CC(=O)[C@]2(O)[C@@]3(C)[C@@H](O)CCC(C)(C)[C@@H]3[C@H](O)[C@H](OC(=O)CCCN3CCN(C)CC3)[C@@]2(C)O1 | 3
C[C@H]1CN([C@@H](C)CO)C(=O)c2cc(NC(=O)Nc3ccc(C(F)(F)F)cc3)ccc2O[C@H]1CN(C)C(=O)Nc1ccc(F)cc1 | -6
C[C@@H]1CN([C@@H](C)CO)C(=O)c2cccc(NC(=O)C3CC3)c2O[C@@H]1CN(C)S(=O)(=O)c1ccc(Cl)cc1 | -2
C[C@@H]1CN([C@@H](C)CO)C(=O)c2cc(NC(=O)Nc3ccccc3)ccc2O[C@@H](C)CCCCO[C@H]1CN(C)C(=O)C1CCCCC1 | ?
CCCC#Cc1ccc2c(c1)O[C@@H](CN(C)S(C)(=O)=O)[C@@H](C)CN([C@H](C)CO)S2(=O)=O | 9
COC(=O)C[C@H]1C[C@@H]2c3cc(NC(=O)C4CCOCC4)ccc3O[C@@H]2[C@@H](CO)O1 | 3
CN(C)C(=O)C[C@H]1C[C@H]2c3cc(NC(=O)CC4CC4)ccc3O[C@H]2[C@H](CO)O1 | -3
C[C@H](CO)N1C[C@H](C)[C@@H](CN(C)Cc2ccc(C(F)(F)F)cc2)OCCCC[C@H](C)Oc2ccc(NC(=O)Nc3cccc4ccccc34)cc2C1=O | -1
C[C@@H]1CCCCO[C@@H](CN(C)CC2CCCCC2)[C@H](C)CN([C@@H](C)CO)C(=O)c2cc(N(C)C)ccc2O1 | -1
COC(=O)N(C)C[C@@H]1OCc2cn(nn2)CCCC(=O)N([C@@H](C)CO)C[C@@H]1C | 1
O=C(NC1CCCCC1)N[C@@H]1CC[C@@H](CC(=O)N2CCOCC2)O[C@H]1CO | 0
Cc1noc(C)c1NC(=O)N(C)C[C@H]1Oc2ccc(NC(=O)Nc3cccc4ccccc34)cc2CC(=O)N([C@@H](C)CO)C[C@H]1C | -5
C[C@H]1CN([C@@H](C)CO)C(=O)c2cccc(NC(=O)Nc3ccc(F)cc3)c2O[C@H]1CN(C)Cc1ccccc1 | 2
CCOc1cccc(/C=N/NC(=O)c2ccc(C(=O)NO)cc2)c1OCC | 2
CC(C)NC(=O)N(C)C[C@@H]1Oc2ccc(NS(=O)(=O)c3ccc(Cl)cc3)cc2CC(=O)N([C@@H](C)CO)C[C@H]1C | 5
CCOC(=O)C(C)Sc1ncnc2nc[nH]c12 (centres undefined) | 4
C[C@@H]1CN([C@H](C)CO)C(=O)Cc2cc(NC(=O)NC3CCCCC3)ccc2O[C@H]1CN(C)CC1CC1 | -5
CCCN(C)C[C@@H]1OCCCC[C@@H](C)Oc2ccc(NC(=O)c3ccccc3)cc2C(=O)N([C@H](C)CO)C[C@@H]1C | -2
C[C@@H]1CN([C@@H](C)CO)C(=O)c2cc(NS(=O)(=O)c3ccccc3)ccc2O[C@H]1CN(C)S(C)(=O)=O | 1
Cc1noc(C)c1S(=O)(=O)N(C)C[C@@H]1OCCCC[C@@H](C)Oc2ccc(NS(C)(=O)=O)cc2C(=O)N([C@H](C)CO)C[C@@H]1C | 6
C[C@@H]1CN([C@H](C)CO)C(=O)CCCn2cc(nn2)CO[C@@H]1CN(C)C(=O)Nc1cccc(C(F)(F)F)c1 | 6
C[C@@H]1CN([C@@H](C)CO)C(=O)c2cccc(NS(C)(=O)=O)c2O[C@H]1CN(C)Cc1ccc(C(=O)Nc2ccccc2N)cc1 | 2
C[C@H](CO)N1C[C@H](C)[C@@H](CN(C)C(=O)NC2CCCC2)Oc2ncc(-c3ccccc3)cc2C1=O | -2

Additional compounds follow:
compound | NSD2 inh
CC(C)NC(=O)Nc1ccc2c(c1)C(=O)N([C@H](C)CO)C[C@@H](C)[C@H](CN(C)C(=O)Nc1ccc(C(F)(F)F)cc1)O2 | -1
CCCNC(=O)N(C)C[C@H]1Oc2ncc(C#CCc3ccccc3)cc2C(=O)N([C@H](C)CO)C[C@@H]1C | -5
COc1cc(NS(=O)(=O)c2ccc(N)cc2)ncn1 | 2
C[C@@H]1CN([C@H](C)CO)C(=O)c2cc(NC(=O)CCC(F)(F)F)ccc2O[C@@H](C)CCCCO[C@H]1CN(C)Cc1ccc(C(=O)O)cc1 | 12
C[C@H](CO)N1C[C@H](C)[C@@H](CN(C)Cc2ccncc2)Oc2ccc(NC(=O)Cc3ccccc3)cc2CC1=O | 0
C[C@@H]1CCCCO[C@@H](CN(C)C(=O)CCC(F)(F)F)[C@@H](C)CN([C@H](C)CO)C(=O)c2cc(NS(=O)(=O)c3cccs3)ccc2O1 | 42
Cc1noc(C)c1S(=O)(=O)N(C)C[C@@H]1Oc2c(NC(=O)C3CC3)cccc2C(=O)N([C@@H](C)CO)C[C@@H]1C | 10
C[C@H]1CN([C@@H](C)CO)C(=O)c2cc(NS(=O)(=O)c3cccs3)ccc2O[C@H]1CN(C)C(=O)Nc1ccc2c(c1)OCO2 | 25
C[C@H]1CN([C@@H](C)CO)C(=O)Cc2cc(NC(=O)Nc3ccc(C(F)(F)F)cc3)ccc2O[C@H]1CN(C)C(=O)Nc1ccc(C(F)(F)F)cc1 | -6
C[C@@H]1CN([C@H](C)CO)C(=O)c2cc(N(C)C)ccc2O[C@@H](C)CCCCO[C@H]1CN(C)C(=O)C1CCCCC1 | -408
C[C@H](CO)N1C[C@H](C)[C@@H](CN(C)CC2CCCCC2)Oc2ccc(NS(=O)(=O)c3cccs3)cc2CC1=O | -7
COc1ccc(S(=O)(=O)N(C)C[C@@H]2Oc3ccc(NC(=O)c4ccncc4)cc3CC(=O)N([C@H](C)CO)C[C@H]2C)cc1 | -5
C[C@@H]1CCCCO[C@@H](CN(C)Cc2ccccc2)[C@H](C)CN([C@@H](C)CO)C(=O)c2cc(NC(=O)Nc3ccccc3)ccc2O1 | 1
C[C@H]1CCCCO[C@H](CN(C)C(=O)c2ccccc2)[C@@H](C)CN([C@@H](C)CO)C(=O)c2cc(NC(=O)CCC(F)(F)F)ccc2O1 | 2
Cc1noc(C)c1S(=O)(=O)Nc1ccc2c(c1)CC(=O)N([C@H](C)CO)C[C@H](C)[C@@H](CN(C)C(=O)Nc1cccc3ccccc13)O2 | 0
C[C@@H]1CN([C@H](C)CO)C(=O)c2cc(NC(=O)Nc3cccc4ccccc34)ccc2O[C@@H]1CN(C)Cc1ccc2c(c1)OCO2 | -3
O=C(N/N=C\c1ccc2ccccc2n1)c1ccccn1 | -2
C[C@@H]1CC[C@]2(C(=O)O[C@@H]3O[C@H](CO)[C@@H](O)[C@H](O)[C@H]3O)CC[C@]3(C(=O)O)C(=CCC4[C@@]5(C)CC[C@H](OC6OC[C@@H](O)[C@H](O)[C@H]6O)C(C)(C)C5CC[C@]43C)C2[C@H]1C (some centres undefined) | 6
C[C@@H]1CN([C@H](C)CO)C(=O)c2cc(NC(=O)Cn3cnnn3)ccc2O[C@H]1CN(C)Cc1ccc(Cl)c(Cl)c1 | 2
Cc1ccc(S(=O)(=O)N(C)C[C@H]2Oc3ccc(NS(=O)(=O)c4cccs4)cc3CC(=O)N([C@H](C)CO)C[C@@H]2C)cc1 | 6
C[C@H](CO)N1C[C@H](C)[C@@H](CN(C)C(=O)CN(C)C)Oc2cc(C3=CCCCC3)ccc2S1(=O)=O | -3
C[C@H]1CN([C@@H](C)CO)C(=O)Cc2cc(NS(=O)(=O)c3cccs3)ccc2O[C@H]1CN(C)Cc1ccc(C(=O)Nc2ccccc2N)cc1 | 1
Cc1cc(C)c(C(=O)/C=C(\N2CCCC2)C(F)(F)F)c(=O)[nH]1 | -4
COCC#Cc1ccc2c(c1)O[C@H](CN(C)C(=O)NC(C)C)[C@H](C)CN([C@H](C)CO)S2(=O)=O | 6
COc1ccc(S(=O)(=O)Nc2ccc3c(c2)CC(=O)N([C@H](C)CO)C[C@@H](C)[C@H](CN(C)C(=O)Nc2c(C)noc2C)O3)cc1 | 2

Ordered by the number under NSD2 inh (rising): 3 from the list above.
compound | NSD2 inh
C[C@H]1CN([C@@H](C)CO)C(=O)Cc2cc(NC(=O)Nc3ccc(C(F)(F)F)cc3)ccc2O[C@H]1CN(C)C(=O)Nc1ccc(C(F)(F)F)cc1 | -6
C[C@@H]1CN([C@H](C)CO)C(=O)c2cc(NC(=O)Cn3cnnn3)ccc2O[C@H]1CN(C)Cc1ccc(Cl)c(Cl)c1 | 2
Cc1ccc(S(=O)(=O)N(C)C[C@H]2Oc3ccc(NS(=O)(=O)c4cccs4)cc3CC(=O)N([C@H](C)CO)C[C@@H]2C)cc1 | 6

Returning to the listing with the three entries that preceded the break.
compound | NSD2 inh
Cc1cc(C)c(C(=O)/C=C(\N2CCCC2)C(F)(F)F)c(=O)[nH]1 | -4
COCC#Cc1ccc2c(c1)O[C@H](CN(C)C(=O)NC(C)C)[C@H](C)CN([C@H](C)CO)S2(=O)=O | 6
COc1ccc(S(=O)(=O)Nc2ccc3c(c2)CC(=O)N([C@H](C)CO)C[C@@H](C)[C@H](CN(C)C(=O)Nc2c(C)noc2C)O3)cc1 | 2
CN1CCN(C(=O)c2nc3ccc(Cl)cc3[nH]2)CC1 | -4
C=CCOC(=O)[C@H]1[C@@H]2C(=O)O[C@@H](c3ccccc3)[C@@H](c3ccccc3)N2[C@@H](c2ccc(OCCOC(=O)[C@@H]3C[C@@H]4C(=O)N[C@@H](Cc5ccccc5)C(=O)N4[C@@H]3c3ccc(O)cc3)cc2)[C@]12C(=O)Nc1ccc(I)cc12 | 1
C[C@@H]1CN([C@@H](C)CO)C(=O)c2cc(NC(=O)Nc3ccc4c(c3)OCO4)ccc2O[C@@H](C)CCCCO[C@H]1CN(C)C(=O)c1ccccc1 | -1
Cc1noc(C)c1NC(=O)Nc1ccc2c(c1)CC(=O)N([C@@H](C)CO)C[C@H](C)[C@H](CN(C)C(=O)Nc1ccc(F)cc1)O2 | 3
COc1cccc2cc(C(=O)NCc3ccccn3)c(=O)oc12 | 9
COc1ccc(C#Cc2ccc3c(c2)[C@]2(C(=O)N3)[C@H](c3ccc(O)cc3)N3[C@H](c4ccccc4)[C@H](c4ccccc4)OC(=O)[C@H]3[C@@H]2C(N)=O)cc1 | -3
Cc1noc(C)c1NC(=O)Nc1ccc2c(c1)C(=O)N([C@@H](C)CO)C[C@@H](C)[C@H](CN(C)C)OCCCC[C@H](C)O2 | 6
CC(C)NC(=O)Nc1ccc2c(c1)CC(=O)N([C@H](C)CO)C[C@H](C)[C@@H](CN(C)C)O2 | 1
CC(=O)N(C)C[C@H]1Oc2ncc(C#Cc3ccc(F)cc3)cc2C(=O)N([C@@H](C)CO)C[C@@H]1C | -3
CCCNC(=O)C[C@H]1C[C@H]2c3cc(NS(=O)(=O)c4ccc(F)cc4)ccc3O[C@H]2[C@H](CO)O1 | -68
O=C1CSC(C23CC4CC(CC(C4)C2)C3)N1 (centres undefined) | 18
COc1ccccc1NC(=O)N(C)C[C@H]1Oc2ncc(C#CC(C)C)cc2C(=O)N([C@@H](C)CO)C[C@@H]1C | 12
O=C(O)/C=C/c1ccccc1O[C@@H]1O[C@H](CO)[C@@H](O)[C@H](O)[C@H]1O | 8
CC(=O)n1cc([C@H]2C=C(C(=O)N3CCCCCCC3)O[C@@H](OCc3ccc(CO)cc3)C2)c2ccccc21 | 3
Cc1noc(C)c1S(=O)(=O)Nc1ccc2c(c1)C(=O)N([C@@H](C)CO)C[C@@H](C)[C@H](CN(C)C(=O)CCC(F)(F)F)OCCCC[C@@H](C)O2 | -1
Cc1ccc(-c2ccc3c(c2)O[C@@H](CN(C)C(=O)CC2CC2)[C@H](C)CN([C@@H](C)CO)S3(=O)=O)cc1 | -4
C[C@H](CO)N1C[C@H](C)[C@H](CN(C)Cc2ccc(F)cc2)Oc2cc(C#CCN(C)C)ccc2S1(=O)=O | 33
CC(C)=C1C[C@@]2(CO)C(=CC1=O)CC[C@@H](O)[C@@H]2C | -2
COc1ccc(S(=O)(=O)Nc2ccc3c(c2)C(=O)N([C@H](C)CO)C[C@H](C)[C@H](CN(C)S(=O)(=O)c2c(C)noc2C)O3)cc1 | -1
C[C@@H]1CN([C@H](C)CO)C(=O)c2cc(-c3cncnc3)cnc2O[C@@H]1CN(C)C(=O)Cc1ccccn1 | 2
C[C@H](CO)N1C[C@H](C)[C@H](CN(C)S(=O)(=O)c2cn(C)cn2)Oc2ccc(NC(=O)c3ccncc3)cc2C1=O | -14
CC(C)NC(=O)N(C)C[C@H]1Oc2ncc(-c3ccc(C(=O)N(C)C)cc3)cc2C(=O)N([C@H](C)CO)C[C@H]1C | 1
CC(C)NC(=O)Nc1ccc2c(c1)C(=O)N([C@H](C)CO)C[C@H](C)[C@@H](CN(C)C(=O)NC1CCCCC1)OCCCC[C@@H](C)O2 | 6
C[C@@H]1CN([C@H](C)CO)C(=O)c2cccc(NC(=O)Nc3ccccc3)c2O[C@@H]1CN(C)Cc1ccncc1 | 3
C[C@@H]1CN([C@@H](C)CO)C(=O)Cc2cc(NS(C)(=O)=O)ccc2O[C@H]1CN(C)Cc1ccc(-c2ccccc2)cc1 | -8

Remaining list, next part
compound | NSD2 inh
C/C=C/c1cnc2c(c1)C(=O)N([C@@H](C)CO)C[C@@H](C)[C@H](CN(C)C(=O)Nc1ccccc1F)O2 | 4
CC(C)NC(=O)N(C)C[C@@H]1Oc2cc(Br)ccc2S(=O)(=O)N([C@H](C)CO)C[C@@H]1C | -1
C[C@H](NC(=O)N(C)C[C@@H]1OCc2ccccc2-c2ccccc2C(=O)N([C@H](C)CO)C[C@@H]1C)c1ccccc1 | -1
C[C@@H]1CN([C@H](C)CO)C(=O)c2cc(NC(=O)c3ccncc3)ccc2O[C@@H](C)CCCCO[C@H]1CN(C)C(=O)c1ccncc1 | -4
CN(C)C(=O)C[C@@H]1C[C@@H]2c3cc(NC(=O)c4ccc5c(c4)OCO5)ccc3O[C@@H]2[C@@H](CO)O1 | -7

A portion of the library; rates above refer to the full screens.
